Assay outcomes as filed in PubChem.
NCI-60 one-dose screen, 48 h, at 10 µM unless noted. Numbers give growth in % (100 = growth as untreated, 0 = no growth, -100 = all killed).
T-47D: T-47D breast cancer. AID 1794792. hit rate 5% among 79,000
BT-549: BT-549 breast cancer; hit rate 4.4% among 78,000
MCF7: MCF7 breast cancer; AID 1794796; hit rate 6.3% among 82,000
MDA-MB-231: MDA-MB-231 breast cancer; hit rate 5% among 81,000; AID 1794789
K-562: K-562 leukemia; hit rate 7.4% among 78,000; AID 1794777
LOX IMVI: LOX IMVI melanoma; hit rate 7.4% among 79,000; AID 1794757
HS 578T: HS 578T breast cancer | hit rate 4.1% among 78,000
MDA-MB-468: MDA-MB-468 breast cancer. hit rate 8.5% among 78,000. AID 2202374
* marks the source's active call; other numbers are inactive results; · = not tested or not shown; & = joins results of further samples. How the source made its calls: active means growth percent below 10; inactive means the rest.

Order of values – BT-549 | MDA-MB-231 | MCF7 | T-47D | LOX IMVI | K-562 | MDA-MB-468 | HS 578T
1	CC(C)CC(NC(=O)c1c(Cl)ccc(Cl)c1Cl)C(=O)O (stereo not drawn)
  92 | 115 | 89 | 108 | 94 | 112 | 95 | 110
2	O=c1[nH]c2cncnc2[nH]1
  96 | 109 | 91 | 88 | 95 | 96 | 112 | 100
3	Cc1cc(C)c2nc3c(c(C(O)C4CCCCN4)c2c1)CC/C3=C\c1ccc(Cl)cc1 (stereo not drawn)
  95 | 81 | 87 | 86 | 90 | 88 | 83 | 77
4	CCOC(=O)c1nn(-c2ccc(C)cc2)c(=O)c2c(N)c(C#N)c(-c3ccccc3)c(S)c12
  129 | 70 | 78 | 87 | 80 | 75 | 93 | 90
5	Cc1cc(N2CCN(CC(=O)Nc3ccc4c(ccn4C)c3)CC2)nc(N2CCC(C)CC2)n1
  91 | 102 | 75 | 73 | 92 | 65 | 78 | 90
6	O=c1[nH]c(-c2cccnc2)nc2sc3c(c12)CCCCCC3
  87 | 91 | 86 | 83 | 73 | 99 | 94 | 98
7	COc1ccc(/C(=C\c2ccc3c(c2)OCO3)C(=O)Nc2nc3ccccc3s2)cc1OC
  89 | 109 | 89 | 92 | 102 | 84 | 90 | 95
8	CC(c1ccccc1)c1ccccc1OCCN(C)C (stereo not drawn)
  98 | 89 | 99 | 88 | 91 | 106 | 84 | 102
9	Cc1ccc(-n2cc(/C=N/NS(=O)(=O)c3ccc(C)cc3)c(-c3ccc(S(C)(=O)=O)cc3)n2)cc1
  95 | 85 | 95 | 90 | 89 | 94 | 96 | 103
10	CN(Cc1ccccc1)c1nc(Cl)c(C2CC(c3ccc(Cl)cc3)=NN2c2ccccc2)s1 (stereo not drawn)
  120 | 106 | 85 | 87 | 98 | 76 | 109 | 107
11	Oc1ccccc1C=Nc1ccc2[nH]ncc2c1
  97 | 97 | 95 | 102 | 99 | 88 | 89 | 95
12	C/C(=N\NC(=O)COc1ccc(NC(=O)Nc2ccc(Cl)cc2)cc1)c1c[nH]c2ccccc12
  101 | · | 93 | 93 | · | 98 | 108 | ·
13	C[n+]1cccc(O)c1
  124 | 99 | 96 | 103 | 95 | 93 | 102 | 100
14	O=C1NC(=O)C2C3OC(C(Br)C3Br)C12 (stereo not drawn)
  95&108 | 109&109 | 106&97 | 106&102 | 98&101 | 102&124 | 88&105 | 96&100
15	O=c1cc(-c2ccccc2)oc2c1ccc1ccccc12
  98 | 88 | 67 | 72 | 89 | 102 | 80 | 98
16	Nc1ccc(C(=O)Nc2cccc(-c3nc4ccccc4c(=O)[nH]3)c2)cc1
  101 | 112 | 97 | 87 | 105 | 96 | 96 | 81
17	COc1ccc2nc3sc(C(=O)Nc4ccc(C(=O)/C=C/c5ccccc5)cc4)cc3cc2c1
  109 | 101 | 98 | 103 | 98 | 97 | 108 | 96
18	COc1cc(/C=C2\Oc3cc(C)c(Cl)c(C)c3C2=O)ccc1O
  102 | 99 | 76 | 117 | 96 | 86 | 102 | 101
19	Cn1ncc2cc(CN3CCC(OCc4ccc(Cl)c(F)c4)CC3)ccc21
  113 | 102 | 85 | 96 | 36 | 88 | 99 | 100
20	O=C(Nc1ncc([N+](=O)[O-])s1)c1cccc([N+](=O)[O-])c1
  36 | 62 | 51 | 25 | 52 | 23 | 28 | 49
21	CCCCCCn1c(-c2ccc(-c3nc(-c4ccc5c(c4)OCO5)no3)cc2)nc(-c2ccccc2)c1-c1ccccc1
  116 | 102 | 90 | 104 | 102 | 98 | 100 | 105
22	N#Cc1c(N)n(-c2ccc(OC(F)(F)F)cc2)c2cc(F)ccc12
  99 | 84 | 34 | 84 | 43 | 63 | 90 | 104
23	O=C(Nc1ncc(Cc2ccc(Cl)c(C(F)(F)F)c2)s1)c1ccc2nnsc2c1
  65 | 67 | 20 | 25 | 29 | 25 | 26 | 84
24	COc1cc(-c2cc(-c3ccc(Cl)cc3)[nH]c(=O)c2C#N)cc(OC)c1OC
  110 | 93 | 96 | 86 | 91 | 98 | 100 | ·
25	COc1c(F)ccc(C(=O)Nc2ccc3nc(NC(=O)C4CCCN(S(=O)(=O)c5ccc6c(c5)CCC6)C4)sc3c2)c1F (stereo not drawn)
  56 | 73 | 44 | 26 | 72 | 52 | 64 | 47
26	COc1ccc(/C=C/C(=O)c2ccc(OC)c(OC)c2)cc1O
  85 | 73 | 52 | 76 | 65 | 15 | 66 | 93
27	COc1ccc(C(=O)NC(=O)Nc2ccc3c(c2)NC(=O)/C3=C\c2[nH]c(C)c(CC(=O)O)c2C)cc1
  106 | 96 | 84 | 103 | 91 | 101 | 76 | 83
28	N/N=C/c1ccc([N+](=O)[O-])cc1
  104 | 96 | 100 | 115 | 96 | 114 | 123 | 95
29	CC(Sc1nc2sc3c(c2c(=O)n1-c1ccc(Cl)cc1)CCCC3)C(=O)Nc1nc(-c2ccc(Br)cc2)cs1 (stereo not drawn)
  90 | 89 | 92 | 98 | 96 | 96 | 105 | 112
30	COCCOCn1c(NN(C)C)c(C#N)c2c(N)ncnc21
  118 | 103 | 99 | 100 | 107 | 88 | · | 115

(listing goes on)
Order of values – BT-549 | MDA-MB-231 | MCF7 | T-47D | LOX IMVI | K-562 | MDA-MB-468 | HS 578T
31	COC(=O)c1ccc(C2C3=C(CC(c4ccc(F)cc4)CC3=O)Nc3ccccc3N2C(=O)c2ccccc2)cc1 (stereo not drawn)
  109 | 86 | 74 | 82 | 94 | 89 | 79 | 100
32	Cc1c(C(N)=O)sc2c1c(=O)n(Cc1ccccc1)c1nnc(SCc3ccccc3)n21
  84 | 113 | 89 | 103 | 90 | · | 70 | 95
33	Cc1ccccc1CNc1ccc(N2CCOCC2)cc1
  102 | 101 | 102 | 106 | 102 | 101 | 98 | 108
34	Cn1cc(-c2ccc(F)c(C(F)(F)F)c2)nc1C1CCN(c2ncnc3[nH]ncc23)CC1
  43 | 72 | 61 | 26 | 69 | 78 | 65 | ·
35	CN1CCN(c2nc(-c3csc(-c4ccccc4)n3)cc3ccccc23)CC1
  96 | 38 | 9.3* | -23* | -81* | -35* | -72* | 61
36	N=C1SC2C(=NC(=O)NC2c2ccc(O)cc2)N1c1nccs1 (stereo not drawn)
  106 | 94 | 99 | 97 | 91 | 102 | 102 | 98
37	CC1=Cc2ccccc2OC12C=Cc1ccccc1O2 (stereo not drawn)
  106 | 90 | 83 | 82 | 91 | 92 | 97 | 106
38	CCSc1cnnc2ccccc12
  116 | 103 | 108 | 107 | 103 | 86 | 105 | 117
39	O=C(C1=Cc2cccn2Cc2cnnn21)c1ccc(Cl)cc1
  86 | 92 | 110 | 97 | 96 | 110 | 94 | 90
40	Cc1ccccc1Cc1nccc2c1[nH]c1ccccc12
  99 | 86 | 95 | 99 | 93 | 81 | · | 108
41	NCCOCCO
  103 | 121 | 101 | 97 | 95 | 95 | 104 | 104
42	CCCCSc1nc(Nc2ccc(/C(C)=N/NC(N)=S)cc2)c(C#N)c(-c2ccc(F)cc2)n1
  32 | 3.3* | 41 | 47 | 6.7* | 72 | -1.3* | 29
43	CCNC1=CC(=O)c2ncccc2C1=O
  -28* | 51 | -13* | 86 | -35* | 21 | 43 | -16*
44	O=C(/C=C1\C(=O)N(Cc2ccc([N+](=O)[O-])cc2)c2ccccc21)c1ccc(OCCN2CCCCC2)cc1
  -80* | -61* | -48* | -63* | -83* | -35* | -63* | 6.9*
45	COC(=O)c1sc(-c2ccn(C)n2)cc1N
  109 | 108 | 94 | 91 | 102 | 92 | 101 | 112
46	ClCCn1cnc2c(SCc3ccccc3Cl)ncnc21
  44 | 66 | 22 | 53 | 7.1* | 13 | · | 53
47	CCCNc1nc(SC)nc(-c2cccc(N)c2)c1C#N
  98 | 83 | 89 | 86 | 94 | 97 | 114 | 93
48	Cc1ccc(N2NOC(=O)/C2=C2\CC(c3ccccc3)N=N2)cc1 (stereo not drawn)
  · | 88 | 107 | · | 96 | 115 | 116 | 96
49	Cc1ccc(-c2cc(C(=O)Nc3ccc(S(=O)(=O)N4CCCCC4)cc3)[nH]n2)c(O)c1
  67 | 56 | 47 | 34 | 54 | 18 | 39 | 79
50	CCOc1ccc2ccccc2c1
  105 | · | 100 | · | 99 | 103 | 101 | 101
51	O=c1oc2ccc(Br)cc2cc1C1=CNc2ccccc2N=C1
  84 | 79 | · | 68 | 83 | 84 | 72 | 76
52	NNC(=O)NCn1c(=O)[nH]c2ccccc2c1=O
  97 | 104 | 91 | 92 | 94 | 94 | 100 | 100
53	COC(=O)c1ccc(N)cc1O
  101 | 122 | 97 | 79 | 92 | 117 | 87 | 105
54	COc1ccc(OC)c(C#N)c1
  99 | 108 | 101 | 139 | 91 | 105 | 115 | 103
55	Nc1ncnc2c1c(-c1ccccc1)nn2CC(=O)N1CCOCC1
  101 | 104 | 97 | 108 | 99 | 99 | 103 | 104
56	CCCCCc1ccc(S(=O)(=O)Nc2cc(-c3csc(NC(=O)CN4CCN(C)CC4)n3)ccc2OC)cc1
  88 | -38* | -64* | -24* | -94* | -28* | 35 | -30*
57	O=C1C(=O)N(Cc2cn(Cc3ccccc3)nn2)c2ccc(Cl)cc21
  91 | 98 | 81 | 94 | 83 | 91 | 87 | 97
58	Cc1cccc(-c2nc(-c3cccs3)no2)c1
  88 | 77 | 39 | 54 | 96 | 95 | 40 | 82
59	Cc1nc2sc(C(=O)Nc3cccc4cccnc34)c(N)c2cc1C(C)O (stereo not drawn)
  108 | 96 | 79 | 98 | 109 | 92 | 101 | 104
60	CCCCOC(=O)c1ccccc1Cl
  · | 119 | 106 | 117 | 107 | 96 | 111 | ·

Some of these compounds in order of molecular weight, rising:
Order of values – BT-549 | MDA-MB-231 | MCF7 | T-47D | LOX IMVI | K-562 | MDA-MB-468 | HS 578T
53	COC(=O)c1ccc(N)cc1O
  101 | 122 | 97 | 79 | 92 | 117 | 87 | 105
40	Cc1ccccc1Cc1nccc2c1[nH]c1ccccc12
  99 | 86 | 95 | 99 | 93 | 81 | · | 108
47	CCCNc1nc(SC)nc(-c2cccc(N)c2)c1C#N
  98 | 83 | 89 | 86 | 94 | 97 | 114 | 93

(more compounds)
Order of values – BT-549 | MDA-MB-231 | MCF7 | T-47D | LOX IMVI | K-562 | MDA-MB-468 | HS 578T
61	C(=Nc1cccc2ccccc12)Nc1cccc2ccccc12
  86 | 91 | 77 | 96 | 75 | 103 | · | 102
62	Oc1ccccc1NC(=S)Nc1ccccc1O
  99 | 107 | 101 | 90 | 104 | 100 | 110 | 110
63	CCOc1ccc2nc(NC(=O)CSc3nnc(-c4cccnc4Nc4cc(OC)c(OC)c(OC)c4)n3CC)sc2c1
  93 | 98 | 90 | 90 | 85 | · | 98 | 95
64	O=C(/C=C/c1ccccc1Cl)Nc1ncc(Cc2cc(Cl)ccc2Cl)s1
  33 | 49 | 17 | 30 | 35 | 13 | 23 | 5.7*

Sorted by count of non-hydrogen atoms (rising): some entries from above
Order of values – BT-549 | MDA-MB-231 | MCF7 | T-47D | LOX IMVI | K-562 | MDA-MB-468 | HS 578T
53	COC(=O)c1ccc(N)cc1O
  101 | 122 | 97 | 79 | 92 | 117 | 87 | 105
50	CCOc1ccc2ccccc2c1
  105 | · | 100 | · | 99 | 103 | 101 | 101
60	CCCCOC(=O)c1ccccc1Cl
  · | 119 | 106 | 117 | 107 | 96 | 111 | ·
58	Cc1cccc(-c2nc(-c3cccs3)no2)c1
  88 | 77 | 39 | 54 | 96 | 95 | 40 | 82
52	NNC(=O)NCn1c(=O)[nH]c2ccccc2c1=O
  97 | 104 | 91 | 92 | 94 | 94 | 100 | 100
51	O=c1oc2ccc(Br)cc2cc1C1=CNc2ccccc2N=C1
  84 | 79 | · | 68 | 83 | 84 | 72 | 76
48	Cc1ccc(N2NOC(=O)/C2=C2\CC(c3ccccc3)N=N2)cc1 (stereo not drawn)
  · | 88 | 107 | · | 96 | 115 | 116 | 96
57	O=C1C(=O)N(Cc2cn(Cc3ccccc3)nn2)c2ccc(Cl)cc21
  91 | 98 | 81 | 94 | 83 | 91 | 87 | 97
64	O=C(/C=C/c1ccccc1Cl)Nc1ncc(Cc2cc(Cl)ccc2Cl)s1
  33 | 49 | 17 | 30 | 35 | 13 | 23 | 5.7*
59	Cc1nc2sc(C(=O)Nc3cccc4cccnc34)c(N)c2cc1C(C)O (stereo not drawn)
  108 | 96 | 79 | 98 | 109 | 92 | 101 | 104
49	Cc1ccc(-c2cc(C(=O)Nc3ccc(S(=O)(=O)N4CCCCC4)cc3)[nH]n2)c(O)c1
  67 | 56 | 47 | 34 | 54 | 18 | 39 | 79
56	CCCCCc1ccc(S(=O)(=O)Nc2cc(-c3csc(NC(=O)CN4CCN(C)CC4)n3)ccc2OC)cc1
  88 | -38* | -64* | -24* | -94* | -28* | 35 | -30*
63	CCOc1ccc2nc(NC(=O)CSc3nnc(-c4cccnc4Nc4cc(OC)c(OC)c(OC)c4)n3CC)sc2c1
  93 | 98 | 90 | 90 | 85 | · | 98 | 95
